NCI-60 one-dose screen, 48 h, at 10 µM unless noted. Numbers give growth in % (100 = growth as untreated, 0 = no growth, -100 = all killed).
RXF 393 = RXF 393 renal cancer cells | hit rate 6.9% among 77,000 | AID 1794773
CAKI-1 = CAKI-1 renal cancer; hit rate 4.7% among 75,000
NCI-H322M = NCI-H322M lung cancer; hit rate 2.7% among 80,000; AID 1794733
NCI-H522 = NCI-H522 lung cancer. hit rate 8% among 78,000. AID 1794739
786-0 = 786-0 renal cancer cells. hit rate 5.1% among 81,000. AID 1794775
TK-10 = TK-10 renal cancer cells; hit rate 3.9% among 81,000
ACHN = ACHN renal cancer; hit rate 4.9% among 81,000
UO-31 = UO-31 renal cancer | hit rate 5.2% among 81,000
NCI-H460 = NCI-H460 lung cancer; hit rate 6.8% among 82,000; AID 1794736
Starred values were filed as active, the others as inactive; . = not tested or not shown; & = joins results of further samples. Rule for the calls: active = growth percent below 10; inactive = the rest.

(1) O=C(NC1CCCCC1)C(c1cccs1)N(CCc1ccccc1)C(=O)c1ccco1 (stereo not drawn)
(2) S=C1NCCO1
(3) Cc1cc(C)c2c(N)c(-c3nc4ccccc4[nH]3)sc2n1
(4) O=c1c2ccccc2nc(CN2CCCC2)n1/N=C/c1ccc([N+](=O)[O-])cc1
(5) CCOC(=O)CSC(SCC(=O)OCC)=C(C#N)NS(=O)(=O)c1ccc(Cl)cc1
(6) CCOCC(O)CN1CCN(c2ccccc2)CC1 (stereo not drawn)

Assay by compound	1	2	3	4	5	6
UO-31	100	82	80	82	75	80
786-0	91	97	91	101	91	97
NCI-H522	65	123	82	92	83	93
NCI-H322M	97	95	87	92	102	98
ACHN	95	100	64	98	89	107
CAKI-1	83	67	79	96	.	100
RXF 393	97	.	84	102	82	134
TK-10	95	95	126	99	92	115
NCI-H460	103	104	87	108	105	110

(7) Cn1c(O)c(C=Nc2ccccc2C(=O)O)c(=O)n(C)c1=O
(8) O=c1[nH]c2ccccc2cc1-c1nnc(-c2cccnc2)o1
(9) O=C(OCCO)c1c(Cl)c(Cl)c(Cl)c(Cl)c1-c1c2cc(Br)c(=O)c(Br)c-2oc2c(Br)c(O)c(Br)cc12
(10) CC(=O)c1cccc(C)n1
(11) NC(=S)N/N=C/c1cn(-c2ccccc2)nc1-c1cc2ccccc2oc1=O
(12) N#Cc1c2ccccc2c2n1-c1ccccc1OC(c1ccccc1)C2=O (stereo not drawn)

Assay by compound	7	8	9	10	11	12
UO-31	94	75	91	85	51	11
786-0	93	100	112	93	62	32
NCI-H522	85	90	83	88	36	-44*
NCI-H322M	109	107	112	105	89	82
ACHN	95	109	99	110	77	29
CAKI-1	96	.	108	109	44	31
RXF 393	138	110	111	133	78	.
TK-10	106	97	123	100	77	.
NCI-H460	101	110	112	112	21	32

(13) Cc1ccc(-c2cc(C(=O)NCc3ccccc3)nn2-c2ccc(S(C)(=O)=O)cc2)cc1
(14) COc1cccc(-c2cn3nc(-c4cn(C)c5ccccc45)sc3n2)c1
(15) CC(Br)C(Br)c1cc2c(cc1Br)OCO2 (stereo not drawn)
(16) CC(=O)N=C1N(/C=C2\C(=O)Oc3ccccc3C2=O)C(=O)/C(=C/c2ccc(OC(C)=O)cc2)N1C
(17) O=C(O)C(O)C(O)C(O)CO (stereo not drawn)
(18) CCCCn1cnc(-c2cc(-c3ccccc3)cc(C(F)(F)F)c2)n1

Assay by compound	13	14	15	16	17	18
UO-31	76	72	91	94	96	88
786-0	81	104	.	112	105	103
NCI-H522	84	68	87	106	90	94
NCI-H322M	95	97	88	108	92	100
ACHN	95	104	93	109	101	106
CAKI-1	91	83	84	100	105	91
RXF 393	95	104	104	107	107	100
TK-10	106	105	97	102	111	102
NCI-H460	103	101	126	103	107	99

(19) NS(=O)(=O)c1ccc(-n2cc(CN3CCCCC3)nn2)cc1
(20) Cc1ccc(S(=O)(=O)Nc2ccccc2C(=O)NO)cc1
(21) CC(C)Cn1cnc2c(=S)nc(N)[nH]c21
(22) O=C1/C(=C\c2cn(Cc3ccccc3)c3ccccc23)c2ccccc2N1Cc1ccccc1
(23) O=C(/C=C/C(=O)Nc1ccc(F)cc1F)Nc1ccc(F)cc1F
(24) O=C(/C=C/c1coc(-c2ccc(Cl)cc2)n1)c1ccc(Cl)cc1

Assay by compound	19	20	21	22	23	24
UO-31	82	86	96	82	98	75
786-0	109	104	96	99	99&102	107
NCI-H522	96	81	106	32	105	60
NCI-H322M	107	99	88	104	100&107	98
ACHN	107	103	113	85	106&99	102
CAKI-1	93	96	73	72	88&155	92
RXF 393	106	96	125	74	95&111	96
TK-10	102	109	91	85	110&118	106
NCI-H460	105	104	97	89	112&103	95

(25) Clc1nc(N/N=C\c2ccccc2)nc(N2CCCCC2)n1
(26) CCOC(=O)CC(=O)N1CCSC1COc1ccccc1OC (stereo not drawn)
(27) CCCCCCCCCCCC/C=C\C1CC(=O)OC1=O (stereo not drawn)
(28) Clc1ccc(-n2ccnc2)c(-n2cnnn2)c1
(29) OCC1OC(n2cnc3c(N4CCCC4)ncnc32)C(O)C1O (stereo not drawn)
(30) CCOC(=O)c1nc(SC)n(C)c1C(=O)OCC

Assay by compound	25	26	27	28	29	30
UO-31	87	93	112	93	81	93
786-0	110	110	102	99	98	97
NCI-H522	92	.	118	101	91	98
NCI-H322M	104	.	103	.	105	98
ACHN	108	117	103	113	87	97
CAKI-1	95	100	84	96	97	107
RXF 393	112	118	.	109	97	105
TK-10	114	114	94	106	92	100
NCI-H460	106	109	109	106	104	107

Entries of single compounds, quoted from the list. Values in the order: UO-31, 786-0, NCI-H522, NCI-H322M, ACHN, CAKI-1, RXF 393, TK-10, NCI-H460
`S=C1NCCO1` is listed as 82, 97, 123, 95, 100, 67, ., 95, 104
`O=C1/C(=C\c2cn(Cc3ccccc3)c3ccccc23)c2ccccc2N1Cc1ccccc1` is listed as 82, 99, 32, 104, 85, 72, 74, 85, 89
`O=C(O)C(O)C(O)C(O)CO` (stereo not drawn) is listed as 96, 105, 90, 92, 101, 105, 107, 111, 107
`CC(C)Cn1cnc2c(=S)nc(N)[nH]c21` is listed as 96, 96, 106, 88, 113, 73, 125, 91, 97

(continued)
(31) O=C(O)c1ccc(-c2nn(-c3ccc(C(F)(F)F)cc3)cc2/C=N/Nc2cccc(Br)c2)cc1
(32) CC(=O)c1nnn(-c2c(C(=O)n3nc(C)cc3C)sc(=S)n2-c2ccccc2)c1C
(33) Cc1ccc2nc(Cl)c(Cn3nnnc3SCc3ccccc3)cc2c1
(34) NS(=O)(=O)c1ccc(CCN2C(=O)/C(=C/c3ccccc3)C=C2c2ccccc2)cc1
(35) CC1CCC2(CC1)SCC(=O)N2NC(=O)Cc1ccccc1Nc1c(Cl)cccc1Cl (stereo not drawn)
(36) CCOC(=O)c1ccc(N=Nc2c(N)nc(N)[nH]c2=O)cc1

Assay by compound	31	32	33	34	35	36
UO-31	82	80	70	67	64	81
786-0	101	111	95	103	102	97
NCI-H522	76	100	78	86	94	85
NCI-H322M	88	107	105	104	103	103
ACHN	72	102	92	101	104	101
CAKI-1	87	92	72	89	83	98
RXF 393	98	103	100	.	114	114
TK-10	124	138	98	116	115	100
NCI-H460	96	113	98	105	97	107

(37) COc1cccc(-c2nc3sccn3c2-c2ccnc(NCCN3CCCN(C(=O)OC(C)(C)C)S3(=O)=O)n2)c1
(38) COc1ccc(C(=O)/C=C/Nc2ccc(C(=O)O)cc2)cc1
(39) Cc1cc(-c2ccccc2)n(Cc2nnc(SCC(=O)Nc3ccc(S(N)(=O)=O)cc3)o2)n1
(40) c1ccc(N[n+]2ccc3ccccc3c2)cc1
(41) CC(C)CCc1nc2ccc(NCc3ccc(Cl)cc3)cc2[nH]1
(42) O=C1/C(=C/c2cccc3c2OCO3)Cc2cc3c(cc21)OCO3

Assay by compound	37	38	39	40	41	42
UO-31	29	92	62	111	64	60
786-0	72	104	108	99	74	80
NCI-H522	58	97	93	97	90	22
NCI-H322M	82	103	94	126	96	63
ACHN	53	97	88	109	92	85
CAKI-1	15	93	81	99	85	52
RXF 393	68	103	71	111	70	80
TK-10	121	96	104	111	104	99
NCI-H460	82	106	80	98	95	33

(43) CCCSc1nc(Nc2ccc(C(C)=O)cc2)c(C#N)c(-c2ccc(F)cc2)n1
(44) CO[Si](OC)(c1ccccc1)c1ccccc1
(45) COc1cc(/C=C2\SC(=S)NC2=O)ccc1OCCCCOc1ccc(/C=C2\SC(=S)NC2=O)cc1OC
(46) CN1CC(=O)N(/N=C2\C(=O)Nc3ccccc32)C1=S
(47) C=CCOC(=O)C1=C(C)NC2=C(C(=O)CC(C)(C)C2)C1c1cc(OC)ccc1OC (stereo not drawn)
(48) CC(C)(C)c1cc(/C=C2\S/C(=N/c3ncn[nH]3)NC2=O)cc(C(C)(C)C)c1O

Assay by compound	43	44	45	46	47	48
UO-31	39	83	95	66	84	15
786-0	46	96	102	102	101	24
NCI-H522	92	89	102	93	83	-24*
NCI-H322M	93	115	109	94	98	17
ACHN	32	107	102	87	98	18
CAKI-1	76	98	102	77	88	20
RXF 393	40	122	109	99	109	-17*
TK-10	101	106	.	114	112	24
NCI-H460	54	107	114	91	103	3.7*

(49) COc1cc(/C=N/Nc2nc(-c3ccc(F)cc3)c(C#N)c(N3CCOCC3)n2)ccc1O
(50) CNC(=O)OCCC#N
(51) O=C(O)CCOc1c(Cl)cc(Cl)cc1[N+](=O)[O-]
(52) Cc1ccc(Cc2cnc(NC(=O)CN3C(=O)S/C(=C\c4ccc(Cl)cc4Cl)C3=O)s2)cc1
(53) CC(O)CN(CCO)CCO (stereo not drawn)
(54) Cc1nc(Nc2ccc(OCc3c(-c4ccccc4)no[n+]3[O-])cc2)c2c(C)nn(-c3ccc(Br)cc3)c2n1

Assay by compound	49	50	51	52	53	54
UO-31	82	87	77	83	88	74
786-0	82	99	102	101	92	107
NCI-H522	99	92	101	92	107	84
NCI-H322M	97	98	.	99	110	94
ACHN	91	102	100	103	111	99
CAKI-1	.	99	.	89	97	84
RXF 393	-0.2*	108	110	124	108	136
TK-10	99	110	108	98	98	114
NCI-H460	102	111	104	103	121	100

(55) CCCCCCCCCc1ccc(OC(=O)CCl)cc1
(56) O=C(NCc1ccccc1)c1ccncc1
(57) N/C(=N\C(N)=N\c1nc2ccccc2s1)c1cccc(Cl)c1
(58) Clc1nc(Cl)nc(-c2cn(-c3ccccc3)c3ccccc23)n1
(59) COc1cccc2oc(-c3ccc(O)cc3)cc(=O)c12
(60) C[C@H]1CNCc2ccc3ccccc3c21

Assay by compound	55	56	57	58	59	60
UO-31	90	83	33	109	65	82
786-0	109	102	94	100	85	97
NCI-H522	107	87	88	174	79	96
NCI-H322M	102	97	98	130	.	97
ACHN	109	105	76	107	99	99
CAKI-1	105	105	33	109	.	.
RXF 393	116	106	115	89	99	110
TK-10	107	99	111	147	88	111
NCI-H460	104	111	52	103	100	109

(61) Cc1cnc(Cl)nc1N1c2ccncc2Sc2ccncc21
(62) CC1=NN(C(=O)CSc2nnc3sc4ccccc4n23)C(=O)C1
(63) O=C(N/C(=C/c1cc2cc(Cl)ccc2nc1Cl)c1nc2ccccc2[nH]1)c1ccccc1
(64) CCNC(=O)N1N=C(c2ccc(N)cc2)c2cc3c(cc2C(C)C1=O)OCO3 (stereo not drawn)
(65) O=C1OCC/C1=C\c1ccc(O)cc1
(66) COc1ccc(/C=C/C(=O)Nc2cccnc2Nc2ccc(F)cc2)cc1OC

Assay by compound	61	62	63	64	65	66
UO-31	115	84	91	100	91	88
786-0	.	105	99	102	101	96
NCI-H522	103	102	98	102	98	85
NCI-H322M	112	106	99	94	98	98
ACHN	106	119	108	108	105	104
CAKI-1	111	96	109	94	93	94
RXF 393	109	117	125	109	.	109
TK-10	119	110	115	113	99	108
NCI-H460	123	106	112	116	107	106

(67) CC(C)(C)n1cc(-c2ccnc(NCCCNS(=O)(=O)c3ccc(Cl)cc3)n2)c(-c2ccc(F)c(O)c2)n1
(68) COc1cc2c(cc1OC)C(=O)/C(=C/c1cc(-c3cc(OC)c(OC)c(OC)c3)n[nH]1)C2
(69) CC(C)C(=O)Nc1ccc(C(=O)NC(=S)Nc2ccc(C(=O)O)cc2)cc1
(70) Cc1nc(N)sc1-c1csc(Nc2ccccc2Cl)n1

Assay by compound	67	68	69	70
UO-31	91	82	88	63
786-0	94	99	102	100
NCI-H522	83	96	91	81
NCI-H322M	93	107	105	89
ACHN	96	84	104	93
CAKI-1	94	91	99	94
RXF 393	96	101	111	85
TK-10	114	136	101	108
NCI-H460	98	95	102	98
